697 NFkB inh – lowers PMA/ionomycin-induced NF-kB signal in 697 B cells; 697 B-cell NF-kB luciferase reporter, 16 h; inhibition, % at 4 µM; hit rate 0.33% among 330,000; AID 435022; in the data active = inhibition above about 35%
Gli-Sufu block – Gli-Sufu pathway antagonism; Sufu-KO-LIGHT fibroblasts, Gli luciferase reporter luminescence; inhibition, % at 5 µM; hit rate 0.74% among 340,000; AID 588413;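 active = inhibition above about 55%, limit read from the data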;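 note: 0% = DMSO-treated cells and 100% = wells with medium but no cells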
SENP8 block – blocks the human protease SENP8; Q96LD8; purified SENP8, Z-RLRGG-aminoluciferin cleavage, luminescence; inhibition, % at 10 µM; hit rate 1.2% among 330,000
EBI2 antag – EBI2 (human) antagonism; P32249; EBI2 beta-arrestin recruitment, luminescence, 7a,25-OHC stimulated; inhibition, % at 5 µM; hit rate 0.81% among 360,000; in the data active = inhibition above about 38%;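 note: enzyme fragment complementation signal reports receptor beta-arrestin coupling in cells; 0% = agonist plus DMSO wells and 100% = wells without agonist; some results beyond the cut were filed as inactive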
Target sequence (P32249 whole entry, looked up, the tested form may be a part): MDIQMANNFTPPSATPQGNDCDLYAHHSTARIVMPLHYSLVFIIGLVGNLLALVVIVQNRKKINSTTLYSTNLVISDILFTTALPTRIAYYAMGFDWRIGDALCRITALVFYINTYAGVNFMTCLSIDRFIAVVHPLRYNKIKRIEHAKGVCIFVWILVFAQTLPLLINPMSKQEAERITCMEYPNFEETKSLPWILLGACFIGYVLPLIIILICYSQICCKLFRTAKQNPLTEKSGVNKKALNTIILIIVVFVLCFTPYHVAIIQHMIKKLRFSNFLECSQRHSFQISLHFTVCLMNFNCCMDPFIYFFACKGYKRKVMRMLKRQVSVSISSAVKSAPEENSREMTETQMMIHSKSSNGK
CCR6 antag – antagonists of human CCR6 receptor; CHO-K1 CCR6 PathHunter beta-arrestin, luminescence, CCL20-stimulated; inhibition, % at 20 µM; hit rate 0.49% among 340,000; AID 493098;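 active = compounds whose inhibition of the agonist-driven luminescence signal at 20 µM reaches about 50%, limit read from the data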;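 note: cells stimulated with CCL20 at 14 nM final; plate controls were DMSO with CCL20 for no effect and DMSO without agonist for full effect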
Target sequence (P51684 whole entry, looked up): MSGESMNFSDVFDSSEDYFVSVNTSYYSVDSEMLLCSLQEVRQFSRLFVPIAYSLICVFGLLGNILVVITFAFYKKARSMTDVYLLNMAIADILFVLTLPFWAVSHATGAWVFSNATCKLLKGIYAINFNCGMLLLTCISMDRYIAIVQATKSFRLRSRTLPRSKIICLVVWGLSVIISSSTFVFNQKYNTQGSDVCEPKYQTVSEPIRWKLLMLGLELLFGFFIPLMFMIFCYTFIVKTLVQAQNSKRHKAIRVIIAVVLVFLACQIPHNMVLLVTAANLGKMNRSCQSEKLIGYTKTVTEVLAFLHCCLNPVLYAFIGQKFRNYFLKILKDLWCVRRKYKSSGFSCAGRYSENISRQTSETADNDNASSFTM
UBC13 inh – blocks human UBC13 polyubiquitin chain formation; inhibition, % at 20 µM; hit rate 0.47% among 330,000; TR-FRET; in the data active = inhibition above about 45%, passing the limit was not always enough
Target sequence (P61088 whole entry, looked up): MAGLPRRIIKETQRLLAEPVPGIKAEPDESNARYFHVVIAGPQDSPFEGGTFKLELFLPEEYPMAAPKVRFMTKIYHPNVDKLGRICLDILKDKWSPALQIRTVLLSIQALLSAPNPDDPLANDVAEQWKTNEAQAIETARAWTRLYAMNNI
Jurkat NFkB inh – lowers PMA/ionomycin-induced NF-kB signal in Jurkat cells | PMA/ionomycin-induced NF-kB luciferase reporter, luminescence | inhibition, % at 4 µM | hit rate 0.53% among 330,000 | AID 435003
Apaf-1 inh – blocks human Apaf-1 apoptosome activity; reconstituted apoptosome caspase-3 activity, DEVD-Rh110 fluorescence; hit rate 0.71% among 330,000; inhibition, % at 20 µM; active = inhibition of at least 40% at 20 µM;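 note: plate controls were DMSO wells for no effect and DEVD-CHO caspase inhibitor wells for full effect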
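Assay system: Apoptosome proteins | Medium: pH 7.5 Hepes buffer with CHAPS, BSA, DTT | Also added: Cytochrome c and DEVD-Rh110 substrate | Times: 30 min plus 50 min, RT | Detection: Rhodamine 110 fluorescence at Ex 480/Em 540 nm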
Starred values were filed as active, the others as inactive; nt = no result given. Cut-off read from the data, not from the text of the source, unless noted: active = inhibition above about 50%; inactive = the rest. These rows are one share of the data. The share of hits here may be higher or lower than overall.

SMILES	697 NFkB inh	Gli-Sufu block	SENP8 block	EBI2 antag	CCR6 antag	UBC13 inh	Jurkat NFkB inh	Apaf-1 inh
Cc1nn(C)c(Cl)c1NC(=O)OCc1ccccc1	-27.2	8.7	-1.7	-5.6	-2.0	2.9	11.2	7.8
Cn1c(SCC(=O)c2cc3ccccc3o2)nnc1-c1ccccc1	13.3	1.8	0.2	15.3	2.4	-6.4	-7.1	2.1
CCCCOC(=O)Cc1c(O)c2ccccc2[nH]c1=O	13.2	-2.5	-4.7	-1.9	-6.1	-0.1	21.5	-16.7
COc1ccc(N2CCN(C(=O)Cn3nnc(-c4ccc(OC)c(OC)c4)n3)CC2)cc1	-0.5	6.0	2.3	-1.3	14.1	-0.6	-7.2	-2.5
COc1ccc(S(=O)(=O)Nc2cccc3c2O[C@H](CN(C)C(=O)NC(C)C)[C@@H](C)CN([C@H](C)CO)C3=O)cc1	-11.3	-3.8	-12.0	-4.6	6.6	-8.7	0.6	8.5
O=[N+]([O-])c1cccc(-c2nnc(-c3ccc4c(c3)OCO4)o2)c1	-135.2	-94.7	26.3	11.0	-5.9	-6.8	-96.8	0.5
COc1ccc2c(=O)c(-c3ccc4c(c3)OCO4)coc2c1	-218.0	-76.8	84.2*	-2.6	0.5	11.1	-126.1	10.7
O=C(NCc1ccco1)c1ccc(-c2cccc(Cl)c2)o1	-22.8	13.5	-14.6	3.1	5.5	-10.7	-28.5	-5.9
Cc1nc(N2CCC(C(N)=O)CC2)c2nnn(Cc3ccccc3)c2n1	-11.0	-0.6	-4.9	-0.1	7.4	-12.8	-17.2	-5.9
CCC(C)Sc1ccc(-c2nc3ccccn3c2NCc2ccccc2)cc1OC (centres undefined)	0.5	-12.5	21.9	17.2	-3.2	22.3	-17.4	35.9
COc1ccc(/C=C/C(=O)NC(=S)N2CCCC(C(N)=O)C2)cc1 (centres undefined)	-26.7	-6.9	1.1	-8.8	5.2	-10.9	24.6	5.7
Cc1ccccc1-c1nc(C#N)c(N2CCC(C)CC2)o1	-4.0	-17.3	-10.7	-12.0	21.8	6.3	1.1	15.0
Cc1sc2ncnc(SCC(=O)NCC3CCCO3)c2c1C (centres undefined)	20.6	2.7	3.6	-7.6	14.0	12.9	-1.5	-6.3
C=CCSc1nnc(NC(=O)COc2ccccc2)s1	4.5	-11.4	-5.5	-1.2	7.4	5.5	13.5	2.7
Cc1ccc(-c2nc3ncccn3c2NC(=O)C2CC2)cc1	14.0	1.6	-0.6	-4.6	7.8	12.6	3.2	-51.8
CC(=O)c1ccc(NC(=O)c2cc(Cl)sc2Cl)cc1	-111.4	-33.0	4.3	3.7	-1.1	7.8	-84.5	3.3
Cc1ccc(NC(=O)COC(=O)c2ccccc2Cl)cc1S(=O)(=O)N(C)C	-17.4	-1.6	-9.5	-1.3	10.6	-8.0	-4.4	-0.2
Cc1nonc1OC(C)CNCCNc1ccc([N+](=O)[O-])cc1 (centres undefined)	7.0	28.6	-7.7	9.8	5.0	-2.8	-11.0	-5.7
COC(=O)CNC(=O)C1Nc2ccc(OC(F)(F)F)cc2C2C=CCC12 (centres undefined)	14.0	-1.6	-6.1	-16.3	3.1	-1.9	13.4	3.3
Cc1ccc(NC(=O)C2=C(C(=O)O)CCCC2)cc1Br	3.5	22.3	1.2	5.3	-10.5	-5.5	-8.6	-5.7
CCN(CC(=O)NCc1ccc(Cl)cc1)C(=O)CCc1ccccc1O	9.1	-17.8	-6.3	11.0	17.6	-1.0	0.2	2.8
O=C(Nc1ccc(F)c(F)c1)c1cnc(-c2ccccc2)nc1-c1ccccc1	9.5	10.4	8.4	17.4	14.2	6.2	13.1	-6.7
O=C(NCc1ccco1)C(=O)N1CCCC1	21.9	1.4	6.9	8.8	1.3	-1.3	4.6	-25.0
CCOC(=O)N1CCN(c2nnc(-c3ccc(C)cc3)c3ccccc23)CC1	-9.4	8.4	1.5	8.7	20.6	-7.6	-9.9	12.8
O=C(NNc1c(Cl)cccc1Cl)c1ccno1	-5.7	2.8	-4.8	3.6	-0.3	-3.6	-0.7	-16.1
Cc1ccc(Nc2c([N+](=O)[O-])c(=O)oc3ccccc23)cc1	-52.8	-0.4	-7.1	2.4	31.6	-17.9	-7.2	4.2
COc1cccc(C2C(C(=O)c3cc4cccc(OC)c4o3)=C(O)C(=O)N2c2cc(C)on2)c1OC (centres undefined)	7.7	0.0	0.6	15.0	-0.4	-18.7	3.6	10.9
CCc1ccc(N2CCN(CCNC(=O)Nc3ccc(OC)cc3)CC2)cc1	-11.8	5.9	-11.3	9.1	9.9	6.2	-3.9	1.7
COc1ccccc1/C=C/C(=O)OCCCN(C)C	4.3	4.8	-0.2	-2.5	15.8	5.8	-10.7	-10.7
NC(=O)COc1ccc(NC(=O)c2ccccc2-c2ccccc2)cc1	9.0	-12.6	-2.5	-8.0	5.4	5.8	0.1	2.4
N#Cc1c(-c2ccco2)nc(NCC2CCCO2)[nH]c1=O (centres undefined)	2.8	-12.1	0.5	4.9	-6.1	4.8	13.0	-5.9
CC(=O)Nc1ccc(S(=O)(=O)NC(C)CCc2ccccc2)cc1 (centres undefined)	-8.9	8.0	0.2	-7.6	-1.5	-2.2	5.7	-13.4
COc1ccc(S(=O)(=O)N2CCN(Cc3cccc(Cl)c3)CC2)cc1	13.6	-14.6	6.3	-1.5	22.4	7.4	14.4	3.5
CCOC(=O)C1CCCN(C(=O)c2ccc(OCC)cc2)C1 (centres undefined)	9.4	5.1	-14.2	-1.0	4.3	-15.5	-5.8	6.2
Cc1ccc(S(=O)(=O)NC(=O)c2ccccc2F)cc1	11.0	-5.2	8.4	-9.5	-3.8	7.5	9.6	-0.9
COc1ccc(N2CCN(S(=O)(=O)CCNC(=O)c3cc(=O)c4ccccc4o3)CC2)cc1	-7.3	48.5	-5.7	-3.8	8.3	-16.3	13.4	0.7
O=C(c1cccc(N2C(=O)C3CC=CCC3C2=O)c1)N1CCCc2ccccc21 (centres undefined)	-29.6	-11.1	-2.4	3.6	11.1	-14.7	-28.3	1.3
Cc1nn(-c2ccccc2)c(C)c1/C=N/Nc1nc2ccccc2[nH]1	-187.0	-72.9	74.1*	2.7	21.1	1.1	-147.9	14.4
CCCC(=O)Nc1cc(-c2nn(C)c(=O)c3ccccc23)ccc1N1CCCCC1	19.7	11.8	0.2	5.3	19.0	12.4	14.8	20.2
Nc1c2c(nc3ccc(Br)cc13)N(C1CCCCC1)CC2	-19.3	nt	-1.4	nt	nt	43.6	30.6	18.0

Random excerpt: four compounds from above.
SMILES	697 NFkB inh	Gli-Sufu block	SENP8 block	EBI2 antag	CCR6 antag	UBC13 inh	Jurkat NFkB inh	Apaf-1 inh
CC(=O)Nc1ccc(S(=O)(=O)NC(C)CCc2ccccc2)cc1 (centres undefined)	-8.9	8.0	0.2	-7.6	-1.5	-2.2	5.7	-13.4
COc1cccc(C2C(C(=O)c3cc4cccc(OC)c4o3)=C(O)C(=O)N2c2cc(C)on2)c1OC (centres undefined)	7.7	0.0	0.6	15.0	-0.4	-18.7	3.6	10.9
N#Cc1c(-c2ccco2)nc(NCC2CCCO2)[nH]c1=O (centres undefined)	2.8	-12.1	0.5	4.9	-6.1	4.8	13.0	-5.9
O=C(NCc1ccco1)C(=O)N1CCCC1	21.9	1.4	6.9	8.8	1.3	-1.3	4.6	-25.0

Additional entries:
SMILES	697 NFkB inh	Gli-Sufu block	SENP8 block	EBI2 antag	CCR6 antag	UBC13 inh	Jurkat NFkB inh	Apaf-1 inh
CCOC(=O)c1cc(-c2csc(-c3cccc(Cl)c3)n2)on1	0.8	1.5	-0.7	6.3	-11.5	7.4	4.0	-10.8
O=C(NC1CCCCCC1)C(=S)NC1CCCCC1	-26.9	-110.7	-1.6	-1.1	9.5	5.6	-83.6	-3.1
COc1ccc(/C=N/NC(=S)Nc2ccccc2)cc1COc1ccc(F)cc1	15.6	2.7	-1.5	-0.1	4.0	-2.7	-6.1	-5.4
CCOC(=O)C1CCN(C(=O)c2sc3ncnc(N4CCC(C)CC4)c3c2C)CC1	1.8	3.9	0.9	6.4	13.9	15.0	2.0	-2.6
Cc1ccc(S(=O)(=O)N2CCN(C(=O)Cn3nc(C)c([N+](=O)[O-])c3C)CC2)c(C)c1	24.9	-6.3	0.4	5.3	0.1	-4.7	14.2	10.7
COc1ccc(C(=O)CCC(C)(C)[N+](=O)[O-])cc1OC	10.1	-3.3	3.2	-2.9	4.1	-14.1	13.0	-4.7
Cc1ccc(S(=O)(=O)N(C)C)cc1NC(=O)COC(=O)COc1ccc2c(C)cc(=O)oc2c1	1.8	7.1	-2.4	-3.5	2.4	9.9	-6.3	-4.0
COc1cc2c(cc1OC)CN(C(=O)c1cc(S(=O)(=O)N3CCOCC3)ccc1Cl)CC2	-13.5	-0.3	-6.7	-8.3	-7.6	-3.7	-1.0	7.0
Cc1c(C(=O)Nc2c(F)cccc2F)sc2ncn(CC(=O)N3CCCCC3)c(=O)c12	7.5	-18.3	-12.9	6.9	16.5	-5.4	-3.8	-4.3
Cc1nnc(SCC(=O)NN2C(=O)NC3(CCCCC3)C2=O)s1	6.0	-3.8	-8.6	-18.8	10.3	-3.6	-12.2	4.5
CC(C)n1nc(C(=O)Nc2nnc(SCc3c(Cl)cccc3Cl)s2)c2ccccc2c1=O	-9.3	10.0	-1.1	6.1	3.0	-8.8	-7.7	17.5
Cc1ccccc1NC(=O)Cc1nc(COC(=O)C(C)C)cs1	9.1	-7.2	-7.4	-15.2	5.7	2.4	8.5	15.0
COc1ccc2nc(NC(=O)C3CCCN(S(=O)(=O)c4c(C)noc4C)C3)sc2c1 (centres undefined)	11.5	10.0	-1.4	5.4	14.6	11.7	1.8	7.0
Cc1nc(NCC2CCCO2)c2nnn(Cc3c(F)cccc3Cl)c2n1 (centres undefined)	-16.9	-1.8	-4.3	10.8	7.1	7.1	11.0	-1.1
CCOC(=O)C1=C(N)c2ccccc2CC1C1CCCC1 (centres undefined)	-2.2	6.5	-8.8	-13.3	8.6	-3.8	2.2	0.1
CCCN1CCN(c2ncnc3scc(C4COc5ccccc5O4)c23)CC1 (centres undefined)	-16.9	21.2	-15.4	-10.2	-0.4	-10.5	-7.6	7.0
COc1ccc(CCCc2nnc(SCC(=O)N/N=C\c3ccc(O)c(OC)c3)o2)cc1C	-6.5	0.6	0.3	27.4	11.4	3.7	-23.2	18.7
CCOc1ccccc1NC(=O)c1ccc2[nH]c(C)c(C)c2c1	-20.7	0.8	2.5	12.0	11.2	-3.0	-40.7	14.4
CC(=O)c1ccc(NC(=O)[C@@H]2CCCN2C2=NS(=O)(=O)c3ccccc32)cc1	8.9	7.8	-0.2	-4.7	9.4	2.4	-4.3	-2.3
CC(C)NC(=O)CC(=O)N/N=C/c1cccs1	11.3	-4.0	0.7	-9.7	-8.9	-6.1	-11.0	-5.5
COc1ccc(CN(C(=O)c2ccco2)c2ccccc2)cc1	-14.1	-0.6	-1.8	8.6	20.9	5.8	-5.6	6.6
Nc1ccc(S(=O)(=O)N2CCCC2)cc1	9.3	-3.6	-8.4	0.5	-9.7	-3.9	-9.7	-5.6
CCOc1ccc(OCCCC(=O)Nc2cc(Cl)ccc2-n2cncn2)cc1	19.0	-0.6	-1.7	0.6	-3.4	5.6	-3.4	-4.5
CCN(CC)c1ccc(C=Nc2ccc(C)cc2C)c(O)c1	2.6	nt	-6.6	4.4	14.7	18.3	9.6	4.8
Cc1cccc(Nc2ccc3nonc3c2[N+](=O)[O-])c1C	10.9	1.0	-2.5	3.5	6.9	0.0	2.7	3.0
O=C(Nc1ccc(N2CCOCC2)cc1)c1cccc2c(Br)cccc12	-11.2	-10.9	2.8	20.9	11.7	-3.0	-0.1	-4.2
COc1cc2oc(=O)cc(C)c2c(OC)c1OC	-3.5	-1.2	8.0	-8.7	-3.4	-3.8	5.1	4.1

Exported with each value named: part of the list above.
COc1ccc2c(=O)c(-c3ccc4c(c3)OCO4)coc2c1
  697 NFkB inh: -218.0
  Gli-Sufu block: -76.8
  SENP8 block: 84.2*
  EBI2 antag: -2.6
  CCR6 antag: 0.5
  UBC13 inh: 11.1
  Jurkat NFkB inh: -126.1
  Apaf-1 inh: 10.7
CCOC(=O)C1CCCN(C(=O)c2ccc(OCC)cc2)C1 (centres undefined)
  697 NFkB inh: 9.4
  Gli-Sufu block: 5.1
  SENP8 block: -14.2
  EBI2 antag: -1.0
  CCR6 antag: 4.3
  UBC13 inh: -15.5
  Jurkat NFkB inh: -5.8
  Apaf-1 inh: 6.2
